High-throughput results deposited in PubChem BioAssay by Sanford-Burnham Center for Chemical Genomics.
TIM10 inh: growth inhibitors of isogenic TIM10 control yeast, primary screen, counter-screen for tim10-1 yeast inhibitor project, luminescence, uHTS; inhibition, % at 10 µM; S. cerevisiae TIM10 strain growth, BacTiter-Glo luminescence, 24 h; AID 463195, 2010; 330,000 tested, 1.4% active;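 active = inhibition of 40% or more at the single tested concentration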;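 also: wild-type TIM10 isogenic control strain grown at permissive 25 °C; 0% = DMSO yeast wells and 100% = minimal medium wells without yeast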
APJ agonist: agonists of human apelin receptor APJ, primary screen, CHO-K1 cells, PathHunter beta-arrestin, luminescence. activation, % at 20 µM. AID 2520, 2010. 0% DMSO wells, 100% apelin. P35414. 330,000 tested, 0.11% active;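 active = activation more than six SD over the plate average, tested at 20 µM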;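 also: 0% = DMSO alone and 100% = apelin-13 at 10 nM; some results filed as inactive read as strong as hits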
Target sequence (P35414 whole entry, looked up): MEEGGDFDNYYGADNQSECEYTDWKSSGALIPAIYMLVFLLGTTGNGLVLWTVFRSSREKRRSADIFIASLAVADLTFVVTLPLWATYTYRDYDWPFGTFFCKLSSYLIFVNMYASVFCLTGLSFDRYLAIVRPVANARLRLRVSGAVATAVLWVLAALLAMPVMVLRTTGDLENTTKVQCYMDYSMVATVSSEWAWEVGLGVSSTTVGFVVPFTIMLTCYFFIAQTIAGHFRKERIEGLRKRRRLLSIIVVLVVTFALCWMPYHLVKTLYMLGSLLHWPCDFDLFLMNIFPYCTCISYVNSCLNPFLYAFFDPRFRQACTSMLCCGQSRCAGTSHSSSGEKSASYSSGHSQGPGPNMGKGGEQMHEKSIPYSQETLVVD
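Assay system: CHO-K1 cells stably expressing ProLink-tagged human APJ and arrestin–beta-gal acceptor. Compound dosing: 20 µM single point, 1% DMSO. Times: 16-18 h seeding, 90 min dark compound exposure, 60 min detection. Detection: beta-gal luminescence. Evaluation: APJ–arrestin association signal. Controls: negative DMSO alone, positive Apelin-13 at 10 nM.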
NLRP3 yeast inh: NALP3 inflammasome inhibitors in reconstituted yeast, primary screen, luminescence, uHTS; Yeast reconstituted NLRP3/ASC/caspase-1, beta-gal luminescence, 24 h; inhibition, % at 10 µM; 330,000 tested, 0.39% active; AID 2825, 2010;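 active = inhibition of 50% or more; inactive = inhibition below 50%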;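 also: plate controls were induced DMSO wells for no effect and uninduced yeast grown without galactose for full effect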
tim23-1 inh: growth inhibitors of tim23-1 mutant yeast, primary screen, luminescence, uHTS; S. cerevisiae tim23-1 growth, BacTiter-Glo luminescence, 24 h; inhibition, % at 20 µM; AID 463212, 2010; 330,000 tested, 1.3% active;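 active = growth inhibition of the mutant yeast at or above 50%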;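 also: temperature-sensitive mutant grown at 25 °C; plate controls were DMSO-treated mutant yeast for no effect and medium wells lacking yeast for full effect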
MPTP inh: mitochondrial permeability transition pore inhibitors, primary screen, biochemical, isolated mouse mitochondria, absorbance; inhibition, % at 10 µM; Ca2+ swelling absorbance, 30 min; 360,000 tested, 1.4% active;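 active = inhibition of 50% or more, scaled per plate between neutral and stimulator controls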;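 also: 0% = DMSO wells given calcium and 100% = 1 mM EGTA wells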
APJ antag: antagonists of human apelin receptor APJ, primary screen, CHO-K1 cells, beta-arrestin complementation, luminescence; 330,000 tested, 0.32% active; P35414; inhibition, % at 20 µM; AID 2521, 2010;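 active = inhibition above about 40% at 20 µM, limit read from the data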;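 also: cells challenged with 10 nM apelin-13 agonist together with compound; plate controls were apelin-13 plus DMSO wells for no effect and DMSO wells lacking apelin-13 for full effect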
NR3A LBD binder: binders of NR3A ligand-binding domain, primary screen, biophysical, differential scanning fluorimetry, uHTS. Glutamate receptor ionotropic, NMDA 3A (GRIN3A) ligand-binding domain. NR3A LBD differential scanning fluorimetry, Tm shift; 0% = protein alone, 100% = glycine-bound protein. Tm shift relative to glycine control, % at 25 µM. 340,000 tested, 2.5% active. AID 1259313, 2017;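 active = melting temperature shift of at least 10% of the positive control shift, at one fixed dose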
MIN6 prolif: inducers of MIN6 beta-cell proliferation, primary screen, ATP luminescence, uHTS. proliferation, % at 10 µM. AID 2380, 2010. MIN6 cells proliferation, ATPlite luminescence, 48 h; cells starved in 0.2% serum; 100% = growth in 10% serum. 330,000 tested, 0.29% active;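 active = compounds whose signal lies at least 3.5 SD above the mean of all wells on their plate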;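 also: 0% = DMSO-treated cells in low-serum medium and 100% = 10% serum control; some compounds called inactive have numbers as strong as hits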
tim10-1 inh: growth inhibitors of tim10-1 mutant yeast, primary screen, luminescence, uHTS; S. cerevisiae tim10-1 ts strain growth, BacTiter-Glo, 24 h; inhibition, % at 20 µM; 330,000 tested, 2.2% active;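 active = inhibition of at least 40%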;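 also: mutant grown at 25 °C; 0% = DMSO wells with yeast and 100% = wells holding no yeast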
* = called active by the depositor; · = no result given.

cpd	SMILES	TIM10 inh	APJ agonist	NLRP3 yeast inh	tim23-1 inh	MPTP inh
1	COc1ccc(C(=O)N2CCN(c3ccc(F)cc3)CC2)cc1S(=O)(=O)NC1CC1	1	-3	12	10	-1.3
2	COCCCNC(=O)c1ccc(Cn2c(=O)c3ccccc3n(CC(=O)NCCc3ccc(OC)c(OC)c3)c2=O)cc1	-2	-4	-6	-5	1.2
3	O=C(Nc1cc(Cl)c(O)c(Cl)c1)C1CCCO1 (centres undefined)	9	5	8	6	-0.2
4	Nc1c(-c2cccs2)cnn1-c1nc(-c2ccc(F)cc2)cs1	-23	4	0	4	10
5	COc1ccc(CNC(=O)c2ccc(Cl)c(NC3=NC4CS(=O)(=O)CC4S3)c2)cc1 (centres undefined)	3	0	6	6	-1.0
6	Cc1nc(C)c(C(=O)N/N=C/c2c[nH]c3ccccc23)s1	8	0	10	-6	-1.8
7	COc1ccc(NC(=O)CSc2nnc(N)s2)cc1S(=O)(=O)N1CCCCC1	0	-2	27	-10	-0.7
8	COc1ccc(-c2c(-c3ccccc3OC)sc3ccccc23)cc1	-10	-5	6	-13	12
9	Cc1ccc(/C=N/OC(=O)c2nn(C)cc2Cl)cc1	30	-4	7	23	-1.5
10	O=C(N/N=C/c1ccc(OC(=O)c2ccc(Br)cc2)cc1)c1ccncc1	-10	-4	-1	7	-0.5

cpd	APJ antag	NR3A LBD binder	MIN6 prolif	tim10-1 inh
1	-8	0	1	9
2	3	-3	-4	15
3	11	·	-1	-7
4	-4	-11	-1	6
5	9	0	-4	5
6	-4	-4	-3	19
7	-15	1	3	-12
8	12	3	-6	-4
9	8	-1	-1	17
10	-3	-1	-2	-10

Next part, starting with the last six of the part before.
cpd	SMILES	TIM10 inh	APJ agonist	NLRP3 yeast inh	tim23-1 inh	MPTP inh
5	COc1ccc(CNC(=O)c2ccc(Cl)c(NC3=NC4CS(=O)(=O)CC4S3)c2)cc1 (centres undefined)	3	0	6	6	-1.0
6	Cc1nc(C)c(C(=O)N/N=C/c2c[nH]c3ccccc23)s1	8	0	10	-6	-1.8
7	COc1ccc(NC(=O)CSc2nnc(N)s2)cc1S(=O)(=O)N1CCCCC1	0	-2	27	-10	-0.7
8	COc1ccc(-c2c(-c3ccccc3OC)sc3ccccc23)cc1	-10	-5	6	-13	12
9	Cc1ccc(/C=N/OC(=O)c2nn(C)cc2Cl)cc1	30	-4	7	23	-1.5
10	O=C(N/N=C/c1ccc(OC(=O)c2ccc(Br)cc2)cc1)c1ccncc1	-10	-4	-1	7	-0.5
11	Nc1nc(CSc2nnnn2-c2ccccc2)nc(N2CCCc3ccccc32)n1	17	-20	12	22	1.2
12	Cc1c(Cl)cccc1NC(=S)N1CCN(c2ccc([N+](=O)[O-])cn2)CC1	16	0	23	12	8.0
13	COc1ccc(CN(CCO)CCO)cc1[N+](=O)[O-]	17	-3	26	11	1.5
14	Cc1cccc(-n2c(C)nc3c(cnn3-c3ccc(F)cc3)c2=O)c1	0	0	0	29	-0.5
15	O=C(CCC1CCCCC1)NNC(=O)c1cnccn1	10	-2	14	-2	3.6
16	C[C@@H]1CC[C@]2(C(=O)O[C@@H]3O[C@H](CO)[C@@H](O)[C@H](O)[C@H]3O)CC[C@]3(C)C(=CCC4[C@@]5(C)C[C@@H](O)[C@H](O)[C@@](C)(C(=O)O[C@@H]6[C@H](O)C[C@@]7(C)C(CC[C@]8(C)C7CC=C7[C@H]9[C@](C(=O)O[C@@H]%10O[C@H](CO)[C@@H](O)[C@H](O)[C@H]%10O)(CC[C@@H](C)[C@@]9(C)O)CC[C@]78C)[C@@]6(CO)C(=O)O)C5CC[C@]43C)[C@@H]2[C@]1(C)O (some centres undefined)	-4	-3	28	21	-0.3
17	COc1ccccc1NC(=O)C1=C(C)NC2=C(C(=O)CC(c3ccc(OC)c(OC)c3)C2)C1c1coc2ccccc2c1=O (centres undefined)	20	-2	-6	26	0.6
18	COc1ccc(Cl)cc1NC(=O)c1cccnc1	-8	0	17	8	-1.4
19	Cc1ccc(S(=O)(=O)N(CC(=O)N2CCOCC2)c2ccc(Br)cc2)cc1	14	1	0	10	1.2
20	O=C(NN1CCOCC1)c1ccccc1Br	-6	-3	15	12	0.9

cpd	APJ antag	NR3A LBD binder	MIN6 prolif	tim10-1 inh
5	9	0	-4	5
6	-4	-4	-3	19
7	-15	1	3	-12
8	12	3	-6	-4
9	8	-1	-1	17
10	-3	-1	-2	-10
11	-4	-12	2	20
12	9	-1	-4	13
13	-16	1	-2	7
14	16	-1	-1	34
15	3	1	-2	16
16	-3	0	-2	35
17	-14	-4	-6	22
18	5	0	-4	20
19	16	-5	0	5
20	3	1	1	1

Remaining list, next part
cpd	SMILES	TIM10 inh	APJ agonist	NLRP3 yeast inh	tim23-1 inh	MPTP inh
21	COc1ccc(N2CCN(C(=O)CSc3nnnn3-c3ccc4c(c3)OCCO4)CC2)cc1	13	3	11	22	1.8
22	Cc1cc(OCc2cc(C(=O)N(C)C3CCOCC3)no2)cc(C)c1Cl	8	-3	17	4	0.2
23	NCCCC(=O)N1c2ccccc2Sc2ccccc21	-1	-3	21	-9	-2.8
24	CCN(CC(=O)NCCc1ccc(F)cc1)Cc1nc2ccccc2c(=O)[nH]1	-3	-1	-19	-2	1.8
25	COc1ccccc1NC(=O)c1ccccc1-c1nc(-c2ccccc2OC)no1	22	-1	3	41	0.1
26	O=C(CN1C(=O)NC2(CCCC2)C1=O)NCCN1C(=O)S/C(=C\c2ccccc2F)C1=O	9	4	7	13	-0.6
27	O=C(NCc1cccs1)C1CCCN1C(=O)Nc1ccccc1Cl (centres undefined)	11	-4	2	1	0.3
28	CC1(C)CC(=O)C(CC(=O)NC(=O)NCc2ccccc2)=C(O)C1	4	-3	2	5	-0.3
29	C/C(N)=C(/C#N)C(=O)CSc1nc2ccccc2c(=O)n1Cc1ccc(F)cc1	16	-1	9	37	3.8
30	Cc1ccc(Nc2cc(C)nc3nc(C)nn23)c(C)c1	0	-1	-3	14	-1.9

cpd	APJ antag	NR3A LBD binder	MIN6 prolif	tim10-1 inh
21	1	-2	-3	27
22	-9	10	-3	8
23	-8	0	-1	-18
24	-16	-1	-3	-5
25	19	-2	-2	21
26	-5	2	-6	16
27	5	-1	-1	11
28	-14	-1	0	6
29	-2	-5	-5	-5
30	18	0	-1	8

The list continues:
cpd	SMILES	TIM10 inh	APJ agonist	NLRP3 yeast inh	tim23-1 inh	MPTP inh
31	CCOC(=O)N1CCN(C(=O)CCn2nc(-c3ccc(Cl)cc3)ccc2=O)CC1	3	-2	5	15	-5.2
32	COc1cccc(/C=N/n2c(COc3ccccc3)n[nH]c2=S)c1OC	29	-6	8	47	0.2
33	CCCCCCC/C=N/Nc1nnc(Cc2ccccc2)c(=O)[nH]1	-15	-4	5	-4	0.9
34	O=C1C(=O)N(CCCn2ccnc2)C(c2ccc(Cl)cc2)/C1=C(\O)c1ccc2c(c1)OCCO2 (centres undefined)	-5	-2	-1	10	-0.1
35	COc1nccc(Nc2ccccc2)c1C#N	3	2	19	21	-0.4
36	COc1ccc(S(=O)(=O)/C(C#N)=C/Nc2ccc(NC(C)=O)cc2)cc1	-7	1	15	10	0.6
37	Cc1ccccc1NC(=O)c1oc(=O)c2ccccc2c1-c1ccccc1	-17	-5	9	2	1.3
38	CCc1ccc(-c2cc(C(F)(F)F)n3nc(C(=O)Nc4cnn(Cc5ccc(C)cc5)c4)cc3n2)s1	2	-2	15	-11	1.2
39	CSCCC(NC(=O)c1ccccc1)C(=O)OCC(=O)c1ccc[nH]1 (centres undefined)	6	-3	-2	-5	-3.6
40	COc1ccc(OC)c(NC(=O)c2cc(-c3cc(C)c(C)cc3O)n[nH]2)c1	6	1	24	-6	1.5

cpd	APJ antag	NR3A LBD binder	MIN6 prolif	tim10-1 inh
31	-18	2	-3	31
32	11	1	2	22
33	5	4	-3	1
34	-3	0	0	14
35	16	0	-2	10
36	-2	7	-3	17
37	-1	-1	-2	5
38	-6	-21	-1	-2
39	2	-1	-2	-8
40	3	41*	3	-31

Later entries.
cpd	SMILES	TIM10 inh	APJ agonist	NLRP3 yeast inh	tim23-1 inh	MPTP inh
41	COc1ccccc1NC(=O)N1CCCC1C(=O)NCc1cccs1 (centres undefined)	-5	3	14	16	0.4
42	COCCCNC(=O)/C=C/c1cccc(Cl)c1	-14	-5	8	0	0.9
43	CCOc1ccc(C2=Nn3c(CC)nnc3SC2)cc1	-6	-3	15	5	-0.4
44	CC(C)c1c(C(=O)N/N=C2\CCc3ccccc32)nnn1-c1nonc1N	-21	-2	10	-6	-0.6
45	NNc1ccc2c(C(F)(F)F)cc(C(F)(F)F)nc2n1	18	-5	5	24	-0.4
46	O=C(COC(=O)c1ccccc1)NCc1cccs1	8	2	13	21	-0.2
47	O=C(O)/C=C/C(=O)NCc1csc2ccccc12	8	2	4	13	-0.1
48	Cc1sc(NC(=O)c2cc3ccccc3oc2=O)c(C(=O)OC(C)C)c1-c1ccccc1	-1	-1	3	3	-0.4
49	Cc1[nH]c(-c2ccco2)nc1C(=O)O	5	-4	-8	-2	-2.4
50	CN1CCN(C2=C(NS(=O)(=O)c3cccs3)C(=O)c3ccccc3C2=O)CC1	-5	7	0	6	2.4

cpd	APJ antag	NR3A LBD binder	MIN6 prolif	tim10-1 inh
41	2	-1	0	17
42	14	-2	1	21
43	-8	0	1	1
44	9	10*	1	6
45	10	0	0	25
46	20	0	-1	23
47	-8	1	2	-15
48	8	2	0	10
49	-5	1	-3	13
50	-31	0	-3	28

(continued)
cpd	SMILES	TIM10 inh	APJ agonist	NLRP3 yeast inh	tim23-1 inh	MPTP inh
51	COc1ccc2[nH]c(C(=O)N(C)Cc3ccccc3)c(C)c2c1	-7	-1	25	14	0.8
52	Cc1cccc(N2C(=O)CC(N3CCN(c4ccccn4)CC3)C2=O)c1 (centres undefined)	-3	-2	11	-10	0.7
53	CCOc1ccc(NC(=O)CSc2nnc(C3CC3)n2C)cc1	7	-4	20	1	0.3
54	COc1ccc(-n2c(C)nnc2SCC(=O)N2C(C)CCCC2C)cc1 (centres undefined)	-9	0	15	-5	1.8
55	O=C(Nc1ccc2oc(-c3ccccc3F)nc2c1)c1ncn[nH]1	1	2	3	10	-2.2
56	COc1ccc(/C=N/NC(=O)c2ccccc2O)cc1COc1ccccn1	-7	-4	-10	-4	0.1
57	COc1ccc(-c2nc3ccccc3o2)cc1OC	25	0	39	33	0.3

cpd	APJ antag	NR3A LBD binder	MIN6 prolif	tim10-1 inh
51	5	1	-3	-18
52	-5	-3	-1	26
53	20	0	0	8
54	9	0	-4	3
55	7	-18	-3	14
56	-27	1	3	-13
57	-10	7	-3	12
